# Source: PubChem (several laboratories)
# OX1R FRET antag – blocks the human orexin 1 receptor; O43613; OX1R-expressing cells, FRET antagonist read-out; inhibition, % at 6.6 µM; 330,000 compounds, 1.8% hits; AID 485270; in the data active = inhibition mostly above about 38%, no sharp cut-off; inactive = mostly below about 40%;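 also: 0% = agonist challenge alone and 100% = reference antagonist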
# Target sequence (O43613 whole entry, looked up): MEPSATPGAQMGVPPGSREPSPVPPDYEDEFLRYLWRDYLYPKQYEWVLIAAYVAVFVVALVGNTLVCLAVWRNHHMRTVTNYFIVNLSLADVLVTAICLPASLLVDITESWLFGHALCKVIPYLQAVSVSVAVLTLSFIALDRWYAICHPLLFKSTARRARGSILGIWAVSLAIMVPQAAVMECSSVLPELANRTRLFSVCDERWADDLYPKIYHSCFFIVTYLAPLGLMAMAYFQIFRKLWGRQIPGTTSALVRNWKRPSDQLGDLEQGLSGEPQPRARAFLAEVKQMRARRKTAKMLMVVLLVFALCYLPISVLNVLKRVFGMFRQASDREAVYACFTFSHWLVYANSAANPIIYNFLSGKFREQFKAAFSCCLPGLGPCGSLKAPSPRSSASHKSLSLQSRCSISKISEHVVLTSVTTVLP
# STK33 inh – human STK33 kinase inhibition; 320,000 compounds, 0.073% hits; inhibition, % at 10 µM; purified STK33, MBP phosphorylation, ADP-Glo luminescence; Q9BYT3; AID 2661;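 active = inhibition at or above 25%, using the most active replicate where run in duplicate; inactive = inhibition below 25%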
# Target sequence (Q9BYT3 whole entry, looked up): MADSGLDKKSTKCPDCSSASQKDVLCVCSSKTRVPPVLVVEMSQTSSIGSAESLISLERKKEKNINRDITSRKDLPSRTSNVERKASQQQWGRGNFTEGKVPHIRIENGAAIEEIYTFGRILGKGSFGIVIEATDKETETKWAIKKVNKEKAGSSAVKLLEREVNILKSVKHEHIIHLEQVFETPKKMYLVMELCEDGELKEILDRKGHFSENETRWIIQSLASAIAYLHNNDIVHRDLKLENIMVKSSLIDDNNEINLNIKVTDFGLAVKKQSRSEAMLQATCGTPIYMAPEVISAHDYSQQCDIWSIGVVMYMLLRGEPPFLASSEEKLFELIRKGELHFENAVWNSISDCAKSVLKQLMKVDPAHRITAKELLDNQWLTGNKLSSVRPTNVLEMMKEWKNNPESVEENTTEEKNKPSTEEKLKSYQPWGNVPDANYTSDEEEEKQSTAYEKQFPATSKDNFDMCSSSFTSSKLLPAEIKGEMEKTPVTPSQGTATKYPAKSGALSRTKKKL
# Active calls of the source: *; · = no result given.
Molecule | STK33 inh | OX1R FRET antag
CCOC(=O)C1CCCN(S(=O)(=O)c2cccc3cccnc23)C1 (stereo unspecified) | -2.3 | 11
Nc1nnc(CC(=O)N/N=C\c2cc([N+](=O)[O-])ccc2O)s1 | -1.7 | 35
CCOC(=O)C1(CCc2ccccc2)CCN(C(=O)CCc2cnccn2)CC1 | -0.2 | 5
COc1ccc(NC(=O)c2ccc(CN3CCc4ccccc4C3)cc2)c(OC)c1 | -0.8 | 16
CC#CCCCC(=O)Nc1ccccc1C(=O)O | -0.4 | 9
Cc1ccc(N2C(=O)c3cccc([N+](=O)[O-])c3C2=O)cc1C | -0.8 | 20
CCNS(=O)(=O)c1ccc(C(=O)Nc2ccccc2)cc1 | -1.3 | 7
CN(CC(O)COC(c1ccccc1)c1ccccc1)C1CCCCC1 (stereo unspecified) | -0.9 | 4
CC(=O)Nc1ccc(NC(=O)C(C)OC(=O)C2CCC2)cc1 (stereo unspecified) | -1.2 | 17
C=CCNc1nc(Nc2ccc([N+](=O)[O-])cc2)nc(N2CCCC2)n1 | -0.3 | 9
Cc1cc2c(c(=O)n1CCN(C)C)C(c1ccc(Br)cc1)C(C#N)=C(N)O2 (stereo unspecified) | -1.0 | 12
COc1ccccc1NC(=S)N1CCN(Cc2ccccc2)CC1 | -0.8 | 7
CCC(C)N1C(=O)c2ccccc2C1C(=O)NC1CCCCCC1 (stereo unspecified) | -0.2 | 1
CCOc1cc(/C=N/Nc2nnc(C)n2N)ccc1O | -2.0 | 61*
COc1cccc(C2C(C(=O)c3sc(C)nc3C)=C(O)C(=O)N2CCN2CCOCC2)c1OC (stereo unspecified) | -1.8 | 20
CCn1c(C)nnc1SCC(=O)Nc1nccs1 | -0.6 | 6
N=C1SCC(=O)N1c1ncc(Cc2ccc(F)cc2)s1 | 0.2 | 23
Cc1ccccc1CN1CCN(Cc2cc3ccccc3o2)CC1CCO (stereo unspecified) | -0.1 | 14
CC(C)Oc1ccc(C(=O)CCN2CCCCC2)cc1 | 0.0 | 25
Cc1ccc(C(CC(=O)O)NC(=O)c2ccc(S(=O)(=O)N3CC(C)OC(C)C3)cc2)cc1 (stereo unspecified) | -0.8 | 4
CCN(CC(=O)NC1CCS(=O)(=O)C1)c1ccc(S(=O)(=O)N(CC)CC)cc1[N+](=O)[O-] (stereo unspecified) | -0.5 | 19
S=c1[nH]nc(-c2ccccc2)n1/N=C/c1cccc(Cl)c1 | 1.0 | 2
Cc1occc1C(=O)NNC(=S)Nc1ccccc1C(F)(F)F | 0.0 | 5
CCOC(=O)c1ccc(NC(=O)CSc2nnc(-c3ccncc3)n2C)cc1 | -3.4 | 9
CC(C)N(C(=O)CSc1nnc(Cc2csc(Nc3ccccc3)n2)o1)C(C)C | -0.2 | 26
O=C(CSc1nnc(-c2cccnc2)n1-c1ccccc1)N1CCN(c2ccc(F)cc2)CC1 | -3.3 | 27
O=C1CCc2ccccc2N1Cc1ccccc1 | 1.1 | -1
CCOC(=O)Cc1csc(NC(NC(=O)OCC)(C(F)(F)F)C(F)(F)F)n1 | 0.3 | 14
COc1ccc(Cl)cc1NS(=O)(=O)c1cc(Br)cnc1N | -2.0 | 7
O=C(O)CCn1cc(/C=C\C(=O)c2ccc(Cl)cc2)c(-c2cccc(Br)c2)n1 | 15 | 4

# New compounds follow:
Molecule | STK33 inh | OX1R FRET antag
CCOC(=O)CC(NC(=O)CCc1c(C)nc2ncnn2c1C)c1ccc(C)cc1 (stereo unspecified) | -2.4 | 1
O=c1cc(CN2CCN(c3ccccc3F)CC2)c2cc3c(cc2o1)CCCC3 | -0.3 | 15
OCCn1c(CSc2nc3ccccc3n2CCO)nc2ccccc21 | -1.6 | 15
O=S1(=O)CC(O)C(N(CCO)C(=S)Nc2ccccc2)C1 (stereo unspecified) | 0.1 | 6
CC(=NCc1ccco1)c1c(C)[nH]n(-c2nc3ccccc3s2)c1=O | -1.6 | 29
O=[N+]([O-])c1ccc(OCCn2cncn2)cc1 | 0.5 | 28
Cc1ccnc2nc(C(=O)OCC(=O)NCc3cccc(Cl)c3)nn12 | -0.7 | -1
CCN(CC)CCN(C(=O)CCOc1ccccc1)c1nc2c(F)cc(F)cc2s1 | -2.1 | 7
CC(OC(=O)CCc1nc2ccccc2c(=O)[nH]1)C(=O)Nc1ccc2c(c1)OCO2 (stereo unspecified) | -1.5 | 8
O=C(CSc1cccc[n+]1[O-])Nc1ccc2c(c1)OCO2 | -0.7 | 15
CCN(CC)C(=O)c1cc(-c2ccccc2OC)on1 | -0.6 | 8
Cc1ccc(CSc2nc3c(c(=O)[nH]2)C(c2ccncc2)C2=C(CCCC2=O)N3)cc1 (stereo unspecified) | 0.4 | 12
CN1/C(=C\C(=O)C[n+]2cccc(C(N)=O)c2)C(C)(C)c2ccccc21 | -1.8 | 6
Cc1ccc(CN(CC(=O)NCc2ccccn2)S(=O)(=O)c2ccccc2)cc1 | 1.1 | 3
CCSc1ccc(-c2ccco2)nn1 | -1.1 | 21
O=C(NC1CCCc2ccccc21)c1ccc(CNc2c(N3CCOCC3)c(=O)c2=O)cc1 (stereo unspecified) | -0.9 | 4
Cc1cc(N2CCCC2=O)ccc1S(=O)(=O)NC1CCCCC1 | -0.5 | 16
O=C(CCS(=O)(=O)c1ccccc1)Nc1nc2c(s1)COc1ccccc1-2 | -0.6 | 1
CC(C)(C)c1ccc(C(=O)NCC(=O)O)cc1 | -0.5 | 6
O=C(N[C@H]1C/C=C\C[C@H](CC(=O)N(CCO)Cc2ccccc2)C(=O)N[C@@H](c2ccccc2)COC1=O)OCC1c2ccccc2-c2ccccc21 | · | 12
CCOc1cc(/C=C(\C#N)C(=O)Nc2cccc(C(=O)O)c2)ccc1OCc1ccc(Br)cc1 | 0.3 | 5
O=C(O)CC(C(=O)Nc1cccc(C(F)(F)F)c1)C1CCCO1 (stereo unspecified) | -1.3 | 7
COc1ccccc1NC(=O)Cn1cnc2c(oc3ccccc32)c1=O | -0.5 | 11
COc1ccc(N(CCCN2C(=O)c3cccc4cccc(c34)C2=O)C(=O)c2ccncc2)cc1 | -1.9 | 24
COc1cc(C(=O)N(Cc2cc3ccccc3[nH]c2=O)CC2CCCO2)cc(OC)c1OC (stereo unspecified) | -0.1 | 5
Cc1cccc(NC(=S)NNC(=O)c2csc(C(C)C)c2)c1 | -0.6 | 10
CCOc1ccc(S(=O)(=O)NCc2ccc(F)cc2)c2cccnc12 | -2.3 | 23
O=C(Nc1ccc(Cl)cn1)c1cc2c(s1)-c1ccccc1OC2 | -0.9 | 14
N#C/C(=C\Nc1ccc(F)c(Cl)c1)S(=O)(=O)c1ccccn1 | -0.8 | 0
COc1ccc2nc(N(CCN(C)C)C(=O)c3ccc4c(c3)OCCO4)sc2c1 | -1.0 | 11

# By substructure, the compounds so far with bromine.
Molecule | STK33 inh | OX1R FRET antag
Cc1cc2c(c(=O)n1CCN(C)C)C(c1ccc(Br)cc1)C(C#N)=C(N)O2 (stereo unspecified) | -1.0 | 12
COc1ccc(Cl)cc1NS(=O)(=O)c1cc(Br)cnc1N | -2.0 | 7
O=C(O)CCn1cc(/C=C\C(=O)c2ccc(Cl)cc2)c(-c2cccc(Br)c2)n1 | 15 | 4
CCOc1cc(/C=C(\C#N)C(=O)Nc2cccc(C(=O)O)c2)ccc1OCc1ccc(Br)cc1 | 0.3 | 5

# The listing continues.
Molecule | STK33 inh | OX1R FRET antag
CC(C)(C)OC(=O)C[C@@H]1C/C=C\C[C@H](CC(=O)NCCO)C(=O)N2CCC[C@@H]2COC1=O | -1.5 | 3
CCOc1nc(N(C)C)nc(-n2nnc(C(C)=O)c2C)n1 | 0.1 | 8
COC(=O)CCC(=O)OC1(C)C(=O)C=C2C=C(C3CC3)N(C3CCCC3)C=C2C1=O (stereo unspecified) | -0.5 | 45
Cc1cc(C)c(N(CC(=O)NCc2ccccc2)C(=O)c2csnn2)c(C)c1 | 4.7 | 16
O=C(O)CCCCCN1C(=O)/C(=C\c2ccncc2)SC1=S | -1.9 | 24
CN(C)c1ccc(P(=O)(CC(=O)N/N=C/c2ccc(C#N)cc2)OCCCl)cc1 (stereo unspecified) | 0.2 | 6
COc1cc(SC)ccc1C(=O)NC(C)C | -1.3 | 10
Cc1ccc(-n2ncc3c(=O)[nH]cnc32)c(C)c1 | -1.4 | 13
Cc1cc(-c2nc(C)c(C(=O)NNS(=O)(=O)c3ccccc3)s2)no1 | -0.6 | 4
Cc1ccc(NC(=O)Cn2ccnc2)cc1C | -0.5 | 7
Cc1nn(Cc2ccccc2Cl)c(C)c1NC(=O)c1noc2c1CCCCC2 | -0.5 | 2
O=C(N/N=C\c1ccccc1F)c1ccc(-c2ccccc2)cc1 | -1.4 | ·
COC(=O)C1CCN(C(=O)c2ccc(Cl)c(S(=O)(=O)NCc3ccco3)c2)CC1 | -0.4 | 1
Cc1cc(C)cc(NC(=O)CSc2nc(N)c(NC(=O)c3ccc(Br)o3)c(=O)[nH]2)c1 | -2.1 | 10
COc1ccc(N(C)S(=O)(=O)c2ccc3c(c2)CC(C)N3C(=O)C2CC2)c(OC)c1 (stereo unspecified) | -1.1 | 14
O=C(N/C(=C/c1ccco1)C(=O)N1CCc2ccccc21)c1ccco1 | 0.2 | 10
COc1ccccc1C1C(C(=O)c2cc3ccccc3o2)=C(O)C(=O)N1c1cc(C)on1 (stereo unspecified) | -1.4 | 11
CCc1ccc(C(=O)CC2(O)C(=O)N(CN3CCOCC3)c3ccccc32)cc1 (stereo unspecified) | 0.5 | 9
N#Cc1ccc(C(=O)NC(=S)NC2CCCCC2)cc1 | -1.8 | 2
CC1=C(C(=O)N2CCCC(N3CCN(c4cccc(C(F)(F)F)c4)CC3)C2)OCCO1 (stereo unspecified) | -6.0 | 15
C#CCOCCOCCOCCNc1nc(N2CCN(C(=O)[C@H](CC(N)=O)n3cc(C(N)[C@H](C)CC)nn3)CC2)nc(N2CCN(C(=O)[C@H](CC(N)=O)n3cc(C(N)[C@@H](C)CC)nn3)CC2)n1 (stereo partly specified) | 1.6 | 7
COc1ccc(/C=N/Nc2ncnc(Cl)c2N)cc1OC | -1.5 | 56*
CCCOC(=O)C(C)n1c(-c2ccccc2)nc2ccccc2c1=O (stereo unspecified) | -1.4 | 10
CCN(CC)C(=O)[C@H]1C[C@H](CC(=O)NCC23CC4CC(CC(C4)C2)C3)C(=O)N2CCc3c([nH]c4cc(CCC(=O)N(C)C)ccc34)[C@]12C | · | 5
CCOC(=O)C1(CC2CC2)CCN(Cc2ccc(C(=O)OC)cc2)CC1 | 1.1 | 12
Fc1ccc(-c2n[nH]c(=S)n2Cc2ccccc2)cc1 | -0.2 | 13
CSC1=N/C(=C\c2ccc(Br)o2)C(=O)S1 | -2.4 | 10
O=C(NC1CCCN(Cc2ccc(Cl)cc2)C1)c1cnc2ccccn2c1=O (stereo unspecified) | -1.3 | 12
Cc1cccc(N=Cc2c(O)cc(C)oc2=O)c1 | -1.9 | 16
Cc1ccc(OC(C)C(=O)O)cc1C (stereo unspecified) | -0.4 | 17

# Going on with the list:
Molecule | STK33 inh | OX1R FRET antag
CCOC(=O)Cn1cnc2c(C#N)c3n(c2c1=O)CCCCC3 | 1.5 | 17
CCOCCCNC(=O)C(c1ccc(OC)cc1)N(Cc1ccc2c(c1)OCO2)C(=O)c1ccccn1 (stereo unspecified) | -1.2 | 17
CCCCNC(=O)NNC(=O)c1ccoc1C | -1.9 | 10
CCCCC(=O)Nc1ccc(C(=O)NNC(=O)c2ccc(C)c(Br)c2)cc1 | -1.1 | 9
CC(NS(=O)(=O)c1ccc(Cl)cc1)C(=O)N1CCOCC1 (stereo unspecified) | 0.1 | 12
CCN(CC)c1ccc(C(=S)N2CCN(c3ccccc3)CC2)cc1 | 0.4 | 14
Nc1nnc(SCC(=O)Nc2cccc(S(N)(=O)=O)c2)s1 | 0.4 | 15
O=C(Cc1ccccc1)NCC(=O)OCC(=O)c1cccs1 | -0.6 | 7
Cc1ccc(C2=CSC3=NNC4(CCCCC4)NN23)cc1 | -1.2 | 8
Cc1ccc(CCNC(=O)c2nc(CS(=O)(=O)c3ccc(Cl)cc3)no2)cc1 | -1.7 | 12
COc1cc(-c2cc(OC)c3c(C)oc(C)c3c(=O)c2)ccc1O | 4.7 | 11
Cc1ccc(C2(C)NC(=O)N(CC(=O)N(Cc3ccccc3)C(C)(C)C)C2=O)cc1 (stereo unspecified) | 1.3 | 21
CCCc1cc(=O)[nH]c(SCC(=O)Nc2cc(S(=O)(=O)N(CC)c3ccccc3)ccc2Cl)n1 | -0.3 | 21
Cc1ccc(NC(=O)C2=CN3CCS(=O)(=O)N=C3C=C2)cc1 | -0.6 | 2
O=C(Cc1ccc(Cl)cc1)Nc1ccc(NC(=O)c2ccccc2)cc1 | -0.3 | 13
O=C(N/N=C/c1cccnc1)c1ccccc1 | -1.8 | 0
Cc1cc(C)cc(NC(=O)C2CCN(S(=O)(=O)c3ccc4[nH]c(=O)ccc4c3)CC2)c1 | -0.7 | -4
CCc1ccc2c(c1)C(c1ccc([N+](=O)[O-])cc1)=NNC(c1ccc(Br)cc1)=N2 | -1.2 | 7
NNC(=O)CCn1nnc2ccccc21 | 1.4 | 4
Cc1nc(Sc2ccc(Br)cc2)c(C#N)c(C)c1[N+](=O)[O-] | -0.1 | 11
COc1ccc(C2CC(=O)C(C=NCCCN3CCOCC3)=C(O)C2)cc1 (stereo unspecified) | -1.8 | 12
CCN(CC)C(=O)CN1C(=O)C2(OCC(C)(C)CO2)c2ccccc21 | -1.6 | 3
Cc1ccccc1Cn1c(=O)n(CCCC(=O)NCc2ccco2)c(=O)c2ccccc21 | · | 8
CCC(=O)OCCNc1cc(Sc2nc3ccccc3[nH]2)c2nonc2c1[N+](=O)[O-] | 0.4 | 93*
Cc1ccc(-c2nn3c(C)nnc3s2)cc1N | -2.2 | 17
N#Cc1c(Cl)nsc1NC(=O)c1ccccc1 | 1.0 | 61*

# Printed as active in OX1R FRET antag, of those listed so far:
Molecule | STK33 inh | OX1R FRET antag
CCOc1cc(/C=N/Nc2nnc(C)n2N)ccc1O | -2.0 | 61*
COc1ccc(/C=N/Nc2ncnc(Cl)c2N)cc1OC | -1.5 | 56*
CCC(=O)OCCNc1cc(Sc2nc3ccccc3[nH]2)c2nonc2c1[N+](=O)[O-] | 0.4 | 93*
N#Cc1c(Cl)nsc1NC(=O)c1ccccc1 | 1.0 | 61*
